H9c2 TAG inh: inhibitors of triacylglycerol accumulation, primary screen, cell-based, uHTS, fluorescence, H9c2. H9c2 cells, Nile Red lipid (TAG) fluorescence; cells loaded with 200 µM oleic acid. inhibition, % at 12.5 µM. 230,000 tested, 0.66% active. AID 651582, 2012;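 active = pattern-corrected inhibition of lipid staining of at least 50% with the nuclear-stain viability signal not falling by more than 50%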;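 also: 0% = DMSO wells and 100% = triacsin C control wells; some results filed as inactive read as strong as hits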
H9c2 TAG inh DAPI viability: recorded beside H9c2 TAG inh, whose call it bears; DAPI nuclei signal change (viability), lower = more cytotoxic, %;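 whole-well DAPI fluorescence read on a plate reader as a viability signal; minus 50 percent equals half of cells still viable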
Active calls of the source: *. These rows are one share of the data; count on the stated rates, not on these rows.

The line under a structure holds: H9c2 TAG inh	H9c2 TAG inh DAPI viability
- CNc1oc(C)nc1S(=O)(=O)c1ccc(C)cc1
    -21	0
- O=C1c2ccccc2C(Nc2ccc(S(=O)(=O)N3CCCCCC3)cc2)N1Cc1ccco1 (stereo unspecified)
    -28	-2
- CC(C)(C)CN1CCNC(=O)C1CC(=O)NCCN1CCCc2ccccc21 (stereo unspecified)
    -13	2
- O=C(NCc1ccccc1)c1cc(C2COCCN2S(=O)(=O)c2cccs2)on1 (stereo unspecified)
    27	-6
- CN(c1cc(=O)n2ccccc2n1)C1CCCCC1
    10	-6
- Cn1c(=O)cc(NCc2ccccc2)[nH]c1=O
    13	-11
- COc1ccc2cc3c(nc2c1)OCC3
    -19	3
- O=C(Nc1ccccc1N1CCCCC1)C1=COCCO1
    4	5
- N#Cc1sc(C(N)=O)c(-c2ccccc2)c1-c1ccccc1
    4	-5
- CCNc1nc(NCC)nc(C(=O)OCCO)n1
    1	6
- COc1ccc2c(c1)C(c1ccc(Cl)cc1)NC(=O)C2 (stereo unspecified)
    9	11
- Oc1ccccc1/C=N/N1CCN(c2ccccn2)CC1
    -10	-1
- CSc1nn2c(C)c(C)c(C)nc2c1C#N
    3	5
- COc1ccccc1-c1cc(-c2ccc(C)cc2)nc(SCc2nnc(-c3ccccc3)o2)c1C#N
    34	30
- CC(O)(c1ccccc1)c1ccc2ccccc2n1 (stereo unspecified)
    -12	-1
- Cc1nc([N+](=O)[O-])cn1CC(=O)NCCCO
    4	-4
- Cc1ccccc1NC(=O)c1ccc2nc(N3CCOCC3)sc2c1
    19	4
- O=C(Nc1ccccc1)C1=C[C@H](C2CC2)C[C@H](OCCCCO)O1
    -5	-14
- COc1ccc(NC(=O)c2nc[nH]c2C(=O)NCC(=O)OC(C)(C)C)cc1
    23	-3
- CC(=O)c1ccc(OCc2cc(C(=O)N3CCN(C4CCCC4)C(=O)C3)no2)cc1
    0	-1
- CCN(CC)CCN(C(=O)c1ccc2c(c1)OCCO2)c1nc2c(Cl)cccc2s1
    20	2
- Cc1cc(C(=O)NC2CCCN(Cc3ccccc3F)C2)n[nH]1 (stereo unspecified)
    0	8
- O=C(CSC1=NS(=O)(=O)c2ccccc2N1)NCCc1ccccc1
    15	-2
- CCN(C(=O)c1ccc(S(=O)(=O)N2CCCC2)cc1)C1CCS(=O)(=O)C1 (stereo unspecified)
    -2	7
- O=C(NCc1ccccn1)C1CCC(=O)N1C1CCCCC1 (stereo unspecified)
    5	2
- CN(c1ccccc1)S(=O)(=O)c1cccc(NC(=O)c2ccc(=O)[nH]n2)c1
    -14	7
- COc1ccc(NC(=O)C2CCCCN2N)cc1OC (stereo unspecified)
    6	1
- Cc1ccc(S(=O)(=O)N2CCC(=O)N(C(COCc3ccc(Cl)cc3Cl)Cc3ccccc3)CC2)cc1 (stereo unspecified)
    6	-5
- CCOC(=O)CN1CC23C=CC(O2)C(C(=O)Nc2ccc(OCC)cc2)C3C1=O (stereo unspecified)
    -12	2
- COc1cccc(/C=C/c2nc(S(=O)(=O)c3ccccc3)c(N3CCC(C(N)=O)CC3)o2)c1
    5	34

Part of the list above in order of number of heavy atoms, rising.
The line under a structure holds: H9c2 TAG inh	H9c2 TAG inh DAPI viability
- COc1ccc(NC(=O)C2CCCCN2N)cc1OC (stereo unspecified)
    6	1
- Cc1cc(C(=O)NC2CCCN(Cc3ccccc3F)C2)n[nH]1 (stereo unspecified)
    0	8
- O=C(Nc1ccccc1)C1=C[C@H](C2CC2)C[C@H](OCCCCO)O1
    -5	-14
- CCOC(=O)CN1CC23C=CC(O2)C(C(=O)Nc2ccc(OCC)cc2)C3C1=O (stereo unspecified)
    -12	2

Look-ups from the results shown.
Reading of Cc1cc(C(=O)NC2CCCN(Cc3ccccc3F)C2)n[nH]1 (stereo unspecified) in H9c2 TAG inh: 0
Reading of CCN(CC)CCN(C(=O)c1ccc2c(c1)OCCO2)c1nc2c(Cl)cccc2s1 in H9c2 TAG inh DAPI viability: 2
Reading of COc1ccc(NC(=O)C2CCCCN2N)cc1OC (stereo unspecified) in H9c2 TAG inh DAPI viability: 1
Reading of Cc1nc([N+](=O)[O-])cn1CC(=O)NCCCO in H9c2 TAG inh DAPI viability: -4
Reading of O=C(Nc1ccccc1)C1=C[C@H](C2CC2)C[C@H](OCCCCO)O1 in H9c2 TAG inh: -5

Continuation:
The line under a structure holds: H9c2 TAG inh	H9c2 TAG inh DAPI viability
- Cc1cc(C)n2nc(SCC(=O)N3CCc4ccccc43)nc2n1
    18	-17
- Cc1ccc(NC(=O)C23CCC(C)(C(=O)[C@H]2Br)C3(C)C)cc1 (stereo partly specified)
    -4	-3
- O=C(COC(=O)c1ccc(Cl)c(S(=O)(=O)N2CCCC2)c1)NC1CCCCC1
    -8	10
- CN(C)/N=C/c1ccc(N2CCOCC2)cc1
    18	1
- Cc1ccc([C@H]2C[C@@H](n3cc(C4CC4)nn3)[C@H](O)CN2C(=O)c2cccs2)cc1
    10	3
- Cc1ccc(NC(=S)NNC(=O)c2ccccc2O)c(C)c1
    -5	-11
- CC(C)N(Cc1cn(C)nc1-c1cccc(Cl)c1)CC1CCC(=O)N1 (stereo unspecified)
    24	-10
- CC1(c2ccccc2)NC(=O)N(CC(=O)N2CCc3ccccc32)C1=O (stereo unspecified)
    1	16
- COCCCNC(=S)Nc1ccccc1C
    -13	-2
- COc1cccc(CNC(=O)COC(=O)c2nc(Cl)c(Cl)c(Cl)c2Cl)c1
    3	7
- C=CCS(=O)(=O)N1CCCC(N2CCN(c3ccccc3OC)CC2)C1 (stereo unspecified)
    -14	3
- CN(C)C(=O)CSc1nc2ccccc2n1CC(=O)N1CCN(c2ccccc2)CC1
    -4	-14
- COc1cc(-c2nnc(SCC(=O)c3cc(C)n(CC4CCCO4)c3C)o2)cc(OC)c1OC (stereo unspecified)
    16	2
- CN(CC(=O)Nc1ccccc1Cl)C(=O)CN1C(=O)NC(c2ccccc2)(c2ccccc2)C1=O
    -18	0
- Cc1ccc(C2=NCCn3c2c2ccccc2[n+]3[O-])cc1
    8	6

Molecules from the list above that have an NH in an aromatic ring (4):
The line under a structure holds: H9c2 TAG inh	H9c2 TAG inh DAPI viability
- Cn1c(=O)cc(NCc2ccccc2)[nH]c1=O
    13	-11
- COc1ccc(NC(=O)c2nc[nH]c2C(=O)NCC(=O)OC(C)(C)C)cc1
    23	-3
- Cc1cc(C(=O)NC2CCCN(Cc3ccccc3F)C2)n[nH]1 (stereo unspecified)
    0	8
- CN(c1ccccc1)S(=O)(=O)c1cccc(NC(=O)c2ccc(=O)[nH]n2)c1
    -14	7

Screening results as filed in PubChem BioAssay.
